Assay outcomes as filed in PubChem BioAssay.
HCV NS3 hel inh: blocks Hepatitis C virus NS3 helicase unwinding. AID 1800. inhibition, % at 10.9 µM. NS3 helicase DNA unwinding, Cy5 molecular beacon fluorescence. 290,000 tested, 0.56% active;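 active = inhibition above the mean of all tested compounds plus 3 SD, set per campaign, cut at about 35% in these data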;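 also: 0% = DMSO wells and 100% = thioflavine S control wells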
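Test system: hepatitis C virus NS3 helicase domain fragment enzyme. Also added: annealed dual-labelled DNA beacon duplex, ATP-started. Timing: 60 min unwinding reaction at 25 °C after ATP addition. Technique: Cy5 fluorescence. Measure: % inhibition of unwinding.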
IMP-1 inhibitor: blocks Pseudomonas aeruginosa IMP-1 metallo-beta-lactamase; purified IMP-1, nitrocefin hydrolysis, epi-absorbance fluorescence; inhibition, % at 5.6 µM; 290,000 tested, 0.45% active;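 active = inhibition above the mean plus 3 SD of all compounds in the same screening run, cut at about 4.5% in these data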;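 also: 0% = IMP-1 with DMSO and 100% = DMSO wells lacking enzyme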
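System: purified IMP-1; amount: IMP-1 0.2 nM before substrate addition; compound: single dose, 5.6 µM; times: 25 °C, 15 min preincubation, 25 min reaction; signal: Epi-absorbance via hydrolysed-nitrocefin quenching of white-plate fluorescence, 480/530 nm, EDTA stop; benchmarks: DMSO with and without IMP-1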
MEKK2 mut-MEK5: signal of MEK5 binding to mutant human MEKK2 PB1 domain; 290,000 tested, 0.35% active; AID 1530; percent response, % at 10 µM; bead flow cytometry, Alexa488-MEK5 binding to MEKK2 mutant; in the data active = percent response above about 24%, passing the limit was not always enough; also: inactives centre near 1; some results filed as inactive read as strong as hits
M18AAP inhibitor: blocks P. falciparum M18 aspartyl aminopeptidase. 290,000 tested, 1.2% active. inhibition, % at 7.35 µM. AID 1822. recombinant PfM18AAP, H-Glu-NHMec fluorogenic cleavage;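 active = inhibition above the campaign mean inhibition over all tested compounds plus 3 SD, cut at about 28% in these data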;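 also: 0% = plate median of test compound wells and 100% = 2 mM ZnCl2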
SUMO HTRF inh: blocks human SUMOylation mediated by UBC9 | P63279 | HTRF SUMOylation assay, SAE1/SAE2 + UBC9, in vitro | inhibition, % at 35 µM | 290,000 tested, 0.36% active | AID 2006; in the data active = inhibition above about 50%, passing the limit was not always enough; also: strong numbers were not always called active
Target sequence (P63279 whole entry, looked up): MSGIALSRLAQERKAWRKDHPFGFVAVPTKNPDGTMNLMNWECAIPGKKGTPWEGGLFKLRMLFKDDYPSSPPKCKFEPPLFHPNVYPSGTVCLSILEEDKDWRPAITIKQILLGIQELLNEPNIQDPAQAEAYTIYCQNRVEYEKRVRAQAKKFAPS
MEKK2 WT-MEK5: raises or lowers MEK5 binding to wildtype human MEKK2 PB1 domain | 290,000 tested, 1.1% active | bead flow cytometry, Alexa488-MEK5 binding to MEKK2 WT; actives lie on both sides | binding response (% of control), % at 10 µM | AID 1531; in the data active = binding response below about 67% or above about 130%
VIM-2 inh: inhibitors of Pseudomonas aeruginosa VIM-2 metallo-beta-lactamase; purified VIM-2, nitrocefin hydrolysis, epi-absorbance fluorescence; inhibition, % at 5.6 µM; 290,000 tested, 0.89% active; AID 1527;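 active = inhibition above the mean of all tested compounds plus 3 SD, cutoff set per screening run, cut at about 7.5% in these data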;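 also: red hydrolysis product quenches plate fluorescence so inhibitors raise well fluorescence; 0% = enzyme with DMSO and 100% = DMSO without enzyme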
NALP1 inh: blocks the NALP1 inflammasome reconstituted in yeast. S. cerevisiae NALP1/ASC/caspase-1 growth, X-gal OD620, 72 h. 280,000 tested, 0.61% active. inhibition, % at 10 µM; in the data active = inhibition mostly above about 24%, no sharp cut-off; inactive = mostly below about 32%; also: some compounds called inactive have numbers as strong as hits
FID counter: counter-screen for HCV NS3 helicase inhibitors: DNA intercalator displacement; DNA fluorescent intercalator displacement, fluorescence; inhibition, % at 7.9 µM; 290,000 tested, 0.17% active; AID 1845; in the data active = inhibition above about 37%;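 also: 0% = vehicle and 100% = reference compound; higher means more ethidium bromide displaced from hairpin DNA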
An asterisk follows results filed as active; . = not tested or not shown.

entry | SMILES | HCV NS3 hel inh | IMP-1 inhibitor | MEKK2 mut-MEK5 | M18AAP inhibitor | SUMO HTRF inh | MEKK2 WT-MEK5 | VIM-2 inh | NALP1 inh | FID counter
1 | CC(C)c1c(O)nc(SCCOc2ccc(Cl)cc2)[nH]c1=O | 2.4 | -2.6 | 0.0 | 2.8 | 28.2 | 101.0 | -0.6 | . | -7.2
2 | O=C(Nc1ccc(F)cc1F)c1cc2nc3c(c(C(F)(F)F)n2n1)CCCC3 | -1.0 | -2.6 | 0.0 | -3.2 | 4.2 | 99.0 | -1.9 | 19.1 | -4.3
3 | COCCNc1ccc(-c2n[nH]c(=O)c3ccccc23)cc1[N+](=O)[O-] | 3.7 | -2.0 | 7.0 | 1.2 | 4.3 | 104.0 | 10.5* | 11.7 | -10.9
4 | Cc1ccc(C(C)NC(=S)NCc2ccc(F)cc2)cc1C (stereo not drawn) | -8.4 | -2.3 | -2.0 | -3.2 | -4.2 | 103.0 | -2.5 | 14.0 | -22.3
5 | Cn1cc(C(=O)c2cccc(Cl)c2)cc1C#N | 2.7 | -5.6 | 2.0 | -2.0 | -12.2 | 105.0 | -2.1 | -6.1 | -1.1
6 | CCC(=O)Nc1ccc(N2CCN(Cc3ccccc3)CC2)cc1 | -4.1 | -1.2 | 3.0 | 3.3 | -13.3 | 107.0 | -0.2 | 9.2 | -1.4
7 | O=C(Nc1ccc2nc(-c3cccs3)c(-c3cccs3)nc2c1)N1CCOCC1 | -3.7 | -1.9 | -17.0 | -4.2 | 11.7 | 72.0 | -0.6 | -2.1 | -19.0
8 | O=C(N/N=C/c1ccc([N+](=O)[O-])o1)c1cn(-c2ccccc2)nc1-c1ccc(F)cc1 | 37.0* | -2.7 | 1.0 | -4.7 | 36.8 | 99.0 | -2.5 | 2.4 | -11.6
9 | COC(=O)C(C)Sc1nc2c(c(=O)n1-c1ccccc1)SCC2 (stereo not drawn) | 0.6 | -3.6 | 0.0 | 1.6 | 9.9 | 94.0 | 0.9 | 21.7 | 0.5
10 | CC(C)(C)NS(=O)(=O)c1ccc(CCC(=O)Nc2ccc3c(c2)OCCO3)cc1 | 9.6 | -2.1 | -1.0 | -1.9 | -12.5 | 100.0 | 0.8 | 20.9 | -16.8
11 | CCCCNc1ncnc2c1cnn2-c1ccc(Cl)cc1 | -1.1 | -0.7 | 9.0 | 0.5 | 7.6 | 101.0 | 1.1 | . | -1.1
12 | CCOc1ccc(NC(=O)CN(C)C(=O)CSC(C)C(=O)Nc2cc(C)on2)cc1OCC (stereo not drawn) | 0.0 | -3.2 | 6.0 | 4.8 | 7.1 | 102.0 | -4.1 | 30.5 | -10.0
13 | COc1ccc(C(=O)Nc2nc(-c3ccc([N+](=O)[O-])cc3)c(-c3ccccc3)s2)cc1 | -1.0 | -0.3 | -2.0 | -7.0 | . | 89.0 | -3.9 | . | 5.2
14 | COc1cccc(CN(C)CC(=O)Nc2c(C)cccc2C(C)C)c1 | 9.8 | 0.3 | -3.0 | -1.5 | 5.8 | 103.0 | 0.0 | 9.5 | -17.7
15 | COc1ccc(-c2nn(-c3ccccc3)cc2C(=O)Nc2nc(CC(C)=O)ns2)cc1 | -51.4 | -4.9 | 2.0 | 7.0 | -11.4 | 101.0 | -5.1 | 6.9 | -14.8
16 | NNC(=O)c1cc(C23CC4CC(CC(C4)C2)C3)[nH]n1 | 6.2 | -4.6 | 3.0 | 9.0 | -3.9 | 105.0 | -3.8 | -4.9 | -17.0
17 | COc1cccc(/C=N/NC(=O)CNC(=O)c2cccs2)c1O | -0.3 | -1.6 | -22.0 | -3.1 | 37.7 | 82.0 | -1.7 | . | -3.0
18 | COc1ccc(N(CC(=O)NCc2cccc(OC)c2)S(=O)(=O)c2c(C)noc2C)cc1 | 8.6 | -3.6 | -15.0 | 7.4 | -1.1 | 87.0 | -4.0 | 8.8 | -30.7
19 | Cc1ccc(-n2ncc(C#N)c2N)cc1 | 4.7 | -0.9 | 0.0 | -6.8 | 15.5 | 96.0 | -1.8 | . | 3.2
20 | O=C1CCCc2cc(S(=O)(=O)N3CCC(C(=O)NCc4ccccc4)CC3)ccc2N1 | 16.1 | 1.8 | -5.0 | -3.8 | -3.5 | 97.0 | 2.3 | 3.3 | -17.7
21 | O=C(Nc1nccs1)c1cccc(N2C(=O)C3C4C=CC(C4)C3C2=O)c1 (stereo not drawn) | -1.9 | -5.0 | -1.0 | -9.8 | -3.6 | 95.0 | 0.4 | 22.2 | -6.4
22 | Cc1ccc(OS(=O)(=O)c2c(C)nn(C)c2Cl)c(C)c1 | -4.0 | -1.1 | -5.0 | 3.9 | 2.4 | 93.0 | -0.4 | 10.1 | -21.6
23 | O=C(N/N=C/c1ccc(O)c([N+](=O)[O-])c1)c1ccncc1 | -10.9 | -1.6 | -23.0 | -0.8 | -4.5 | 87.0 | -1.6 | . | -1.7
24 | CCCCc1[nH]c(=O)c(C#N)c2c1CSC(C)(C)C2 | 2.5 | -1.9 | -1.0 | -9.6 | 37.8 | 94.0 | -4.6 | 22.1 | -19.5
25 | Cc1cc(C)c(C(=O)COC(=O)[C@H](C)Nc2ccc(C(F)(F)F)cc2[N+](=O)[O-])c(C)c1 | -0.3 | -1.4 | 1.0 | 4.7 | -8.3 | 100.0 | -2.4 | 18.5 | 0.8
26 | COC(=O)c1cnc(Nc2cc(C)ccc2OC)c2ccccc12 | -20.4 | -0.3 | -2.0 | 1.3 | 9.9 | 99.0 | 0.8 | -1.0 | -14.9

Ten entries from above, set out differently.
Fields – HCV NS3 hel inh	IMP-1 inhibitor	MEKK2 mut-MEK5	M18AAP inhibitor	SUMO HTRF inh	MEKK2 WT-MEK5	VIM-2 inh	NALP1 inh	FID counter
17) COc1cccc(/C=N/NC(=O)CNC(=O)c2cccs2)c1O
    -0.3	-1.6	-22.0	-3.1	37.7	82.0	-1.7	.	-3.0
18) COc1ccc(N(CC(=O)NCc2cccc(OC)c2)S(=O)(=O)c2c(C)noc2C)cc1
    8.6	-3.6	-15.0	7.4	-1.1	87.0	-4.0	8.8	-30.7
19) Cc1ccc(-n2ncc(C#N)c2N)cc1
    4.7	-0.9	0.0	-6.8	15.5	96.0	-1.8	.	3.2
20) O=C1CCCc2cc(S(=O)(=O)N3CCC(C(=O)NCc4ccccc4)CC3)ccc2N1
    16.1	1.8	-5.0	-3.8	-3.5	97.0	2.3	3.3	-17.7
21) O=C(Nc1nccs1)c1cccc(N2C(=O)C3C4C=CC(C4)C3C2=O)c1 (stereo not drawn)
    -1.9	-5.0	-1.0	-9.8	-3.6	95.0	0.4	22.2	-6.4
22) Cc1ccc(OS(=O)(=O)c2c(C)nn(C)c2Cl)c(C)c1
    -4.0	-1.1	-5.0	3.9	2.4	93.0	-0.4	10.1	-21.6
23) O=C(N/N=C/c1ccc(O)c([N+](=O)[O-])c1)c1ccncc1
    -10.9	-1.6	-23.0	-0.8	-4.5	87.0	-1.6	.	-1.7
24) CCCCc1[nH]c(=O)c(C#N)c2c1CSC(C)(C)C2
    2.5	-1.9	-1.0	-9.6	37.8	94.0	-4.6	22.1	-19.5
25) Cc1cc(C)c(C(=O)COC(=O)[C@H](C)Nc2ccc(C(F)(F)F)cc2[N+](=O)[O-])c(C)c1
    -0.3	-1.4	1.0	4.7	-8.3	100.0	-2.4	18.5	0.8
26) COC(=O)c1cnc(Nc2cc(C)ccc2OC)c2ccccc12
    -20.4	-0.3	-2.0	1.3	9.9	99.0	0.8	-1.0	-14.9

3 entries already listed, arranged by the value under NALP1 inh, high to low.
no.	structure	HCV NS3 hel inh	IMP-1 inhibitor	MEKK2 mut-MEK5	M18AAP inhibitor	SUMO HTRF inh	MEKK2 WT-MEK5	VIM-2 inh	NALP1 inh
24	CCCCc1[nH]c(=O)c(C#N)c2c1CSC(C)(C)C2	2.5	-1.9	-1.0	-9.6	37.8	94.0	-4.6	22.1
8	O=C(N/N=C/c1ccc([N+](=O)[O-])o1)c1cn(-c2ccccc2)nc1-c1ccc(F)cc1	37.0*	-2.7	1.0	-4.7	36.8	99.0	-2.5	2.4
5	Cn1cc(C(=O)c2cccc(Cl)c2)cc1C#N	2.7	-5.6	2.0	-2.0	-12.2	105.0	-2.1	-6.1

Compounds as they come; any-hit rate near 4.7%.
